# HTR5A inv ag: HTR5A inverse agonism, opioid heterodimer counter-screen. inhibition, % at 9.3 µM. AID 504634. 340,000 tested, 0.083% active. HTR5A cell line, luminescence. P47898; in the data active means inhibition mostly above about 23%, no sharp cut-off; inactive means mostly below about 18%;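 further: 0% = cells with DMSO and 100% = no-cell wells with DMSO; some compounds called inactive have numbers as strong as hits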
# Target sequence (P47898 whole entry, looked up): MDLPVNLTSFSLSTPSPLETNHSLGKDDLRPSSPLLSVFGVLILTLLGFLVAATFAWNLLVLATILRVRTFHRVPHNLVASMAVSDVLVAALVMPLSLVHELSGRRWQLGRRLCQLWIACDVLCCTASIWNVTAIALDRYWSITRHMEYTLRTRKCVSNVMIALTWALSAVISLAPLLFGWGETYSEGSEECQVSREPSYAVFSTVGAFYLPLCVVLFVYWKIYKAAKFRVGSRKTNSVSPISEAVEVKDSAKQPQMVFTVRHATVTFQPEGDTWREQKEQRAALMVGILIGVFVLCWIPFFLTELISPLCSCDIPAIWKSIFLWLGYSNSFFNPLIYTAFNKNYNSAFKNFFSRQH
# MOR-DOR ag: OPRM1-OPRD1 heterodimerization agonism. P35372+P41143. activation, % at 9.3 µM. AID 504326. 340,000 tested, 0.3% active. cells, luminescence; in the data active means activation above about 18%;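 further: 0% = vehicle-treated cells and 100% = reference agonist; values of inactives mirror those of a sister screen read the other way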
# phage Ecoli inh: E. coli growth loss with phage present | growth absorbance | 360,000 tested, 0.26% active | inhibition, % at 11.9 µM; in the data active means inhibition above about 11%
# OPRM1-OPRD1 inv: inverse agonists of human mu-delta opioid receptor heterodimerization. inhibition, % at 9.3 µM. 340,000 tested, 0.21% active. cell-based MOR-DOR heterodimer luminescence, inverse agonism; in the data active means inhibition above about 22%, passing the limit was not always enough;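 further: 0% = cells with DMSO and 100% = wells without cells with DMSO; values of inactives mirror those of a sister screen read the other way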
# HTR5A ag ctr: counter-screen for OPRM1-OPRD1 agonists: human HTR5A agonism; P47898; HTR5A agonist assay, luminescence, cell-based; activation, % at 9.3 µM; 340,000 tested, 0.61% active; in the data active means activation mostly above about 9.5%, no sharp cut-off; inactive means mostly below about 7.6%;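 further: 0% = cells with vehicle only and 100% = reference agonist; strong numbers were not always called active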
# DSG3 Ab inh: human desmoglein-3 autoantibody binding inhibition | DSG3-coupled beads, scFv-anti-DSG3-GFP binding, flow cytometry; stronger effect = lower value | P32926 | binding (percent of control), % at 10 µM | AID 588358 | 310,000 tested, 0.48% active;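 active means binding more than 3 SD below its plate's average and above zero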;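 further: hits lower antibody fragment binding to DSG3; some compounds called inactive have numbers as strong as hits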
# SUMO Mot1 rescue: inhibitors of SUMOylation pathway: yeast Mot1-301 growth rescue; S. cerevisiae Mot1-301 growth rescue, ATP luminescence, 38.5C; percent above DMSO median, 100 means doubled; growth rescue, % at 18.8 µM; 320,000 tested, 1% active;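 active means every valid replicate shows activation above 250% relative to neutral control wells; inactive means the rest, any valid replicate at or below 250%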;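 further: OY570 slx delta 5 strain wells were the positive control but not used for scaling; some compounds called inactive have numbers as strong as hits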
# PfHsp90 yeast 2: growth inhibition of yeast expressing Plasmodium Hsp90. S. cerevisiae expressing PfHsp90, BacTiter-Glo ATP, 48 h; yeast lacking PDR1 and PDR3 efflux regulators. inhibition, % at 9.4 µM. 310,000 tested, 0.32% active;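 active means every replicate shows inhibition above about 80%, whatever the replicate mean, limit read from the data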;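 further: 0% = DMSO neutral controls and 100% = 20 µM radicicol positive controls; yeast relying on Plasmodium falciparum Hsp90 in place of its own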
# PKA-R1A act: PKA-R1A complex activation | P00514+P68181 | 340,000 tested, 0.083% active | PKA-R1A dissociation, Cy5-IP20 fluorescence polarization; scaled: DMSO 0%, 113 µM cGMP 100% | activation, % at 11.4 µM | AID 504707;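 active means percent activation above the mean of all tested compounds plus 3 SD, cut at about 19% in these data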;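 further: higher means more PKAc released from R1A so a rise in polarization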
# AddAB inh: less growth of phage-infected E. coli with AddAB; inhibition, % at 11.9 µM; E. coli expressing H. pylori AddAB, absorbance growth; 330,000 tested, 0.29% active; in the data active means inhibition above about 12%;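 further: 0% = vehicle wells of infected cells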
# Ecoli viability: reduces bacterial viability in AddAB counter-screen. E. coli V3065 growth, OD600 absorbance, 18 h. inhibition, % at 11.9 µM. 330,000 tested, 0.27% active;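 active means inhibition above the campaign's mean inhibition across all tested compounds plus 3 SD, cut at about 9.9% in these data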;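 further: uninfected addAB+ strain grown without phage in ampicillin broth; 0% = DMSO wells and 100% = ciprofloxacin 0.95 µg/ml wells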
# Starred values were filed as active, the others as inactive; . = not tested or not shown.
SMILES,HTR5A inv ag,MOR-DOR ag,phage Ecoli inh,OPRM1-OPRD1 inv,HTR5A ag ctr,DSG3 Ab inh,SUMO Mot1 rescue,PfHsp90 yeast 2,PKA-R1A act,AddAB inh,Ecoli viability
O=Cc1cc(Cl)ccc1OCCN1CCC(Cc2ccccc2)CC1,-16,2.1,4.6,-12,1,107,138,0,2,3.3,-0.3
Cc1ccc(-n2c(C)cc(C(=O)OCC(=O)N(C)C3CCS(=O)(=O)C3)c2C)cc1 (stereo unspecified),2,-2.7,1.1,11,4,102,1,19,0,3.2,0.5
O=C(Nc1ccccc1N1CCCC1)c1cccc(-c2cc3ccccc3oc2=O)c1,21,1.6,2.0,-9,-8,107,-4,-46,1,0.7,-2.0
Cc1nc2nc(SCC(=O)Nc3cccc(F)c3)[nH]c2cc1Br,-24,5.8,9.0,-29,3,105,-5,-3,-5,8.6,5.0
Cc1nn(-c2ccccc2)cc1/C=N/O,7,-1.2,1.1,6,-2,.,-6,13,-10,4.7,-2.3
Cc1ccc(C)c(NC(=O)C(OC(=O)c2ccc(C)s2)c2ccccc2)c1 (stereo unspecified),-10,0.3,1.2,-1,4,97,37,14,-6,-1.4,0.5
O=C(CN1CCN(C(=O)CNC(=O)c2ccc3c(c2)OCO3)CC1)Nc1cccc(F)c1,-26,-2.7,0.8,10,-1,92,11,10,-5,2.0,-1.6
O=C(CCN1CCCCC1)Nc1ccc(Br)cc1,-28,-1.5,3.1,8,1,103,-7,4,11,1.1,0.9
CC(C)=CC(=O)N1CCCc2ccccc21,-9,-0.3,0.3,1,2,85,20,0,7,-1.9,0.0
Cc1nnc(C)c2c(C)n(Cc3ccc4c(c3)OCO4)c(C)c12,-8,-2.3,0.5,12,-1,103,-10,.,2,3.4,2.7
O=C(CCc1nc(-c2ccccc2Cl)no1)NCC1CCCO1 (stereo unspecified),-1,-1.3,2.4,6,0,93,-11,8,0,-0.4,-0.5
COc1ccc(NC(=O)c2ccc3c(c2)OCO3)cc1[N+](=O)[O-],13,-1.2,3.5,6,-5,100,84,-10,0,3.8,0.5
CN1CCN(S(=O)(=O)c2ccc(NC(=O)C3CCCO3)cc2)CC1 (stereo unspecified),-21,-1.2,3.5,6,-3,98,-6,-16,-12,-2.7,-3.7
CC(C)Nc1nnc(SC(C)C(=O)Nc2ccc(N3CCOCC3)cc2)s1 (stereo unspecified),2,-0.6,2.4,3,-1,318,8,14,4,0.4,0.2
COc1ccc(-n2nnc3c(=O)n(C/C=C/c4ccccc4)cnc32)cc1,-28,-3.1,3.5,16,2,96,3,-4,6,-1.6,-1.2
COc1ccc(CNC(=O)C(OC(C)=O)c2ccccn2)cc1 (stereo unspecified),9,-1.8,2.0,11,6,82,14,10,-11,3.0,1.6
CC(C)N(Cc1ccccc1)C(=S)NC(=O)C1(C)CC1(Cl)Cl (stereo unspecified),8,-1.2,-2.3,6,-3,96,14,-8,0,-3.8,-3.8
COc1ccc2c(c1)CC[C@@H]1[C@@H]2CC[C@]2(C)[C@@H](C(=O)O)C[C@@H]12,-1,-1.1,3.5,6,4,102,28,12,-7,4.7,-2.1
O=C(OCCO)c1cc(Cl)c(C(=O)OCCO)cc1Cl,-1,-0.8,5.5,5,-1,93,-11,14,-6,0.3,-0.6
CC(=O)N1CCN(c2ccc(NCc3ccc(C)s3)cc2)CC1,-13,1.9,2.8,-11,0,102,15,2,-11,-1.6,-1.5
CCc1ccc(/C=N/NC(=O)Cc2cccn2C)cc1,11,-0.8,1.9,4,-4,.,1,10,-2,1.7,1.1
Cc1onc(C(=O)NN)c1C(=O)Nc1ncc(C(F)(F)F)cc1Cl,8,-1.0,6.2,5,-2,101,-9,29,-3,3.3,0.5
COc1ccc(NC(=O)CCCc2ccccc2)cc1OC,-5,-2.3,2.1,11,1,125,382*,-6,-2,4.2,0.0
CCCCN(C(=O)c1ccc(OC)c([N+](=O)[O-])c1)c1c(N)n(CCC)c(=O)[nH]c1=O,8,-2.7,0.2,14,-2,107,-9,-14,-2,2.3,-0.1
CCOCCCNc1nc2c(C)cccn2c(=O)c1/C=C1\SC(=S)N(CC(C)C)C1=O,-10,-0.1,1.1,0,-4,172,-28,-75,-8,1.8,-2.2
SMILES,HTR5A inv ag,MOR-DOR ag,phage Ecoli inh,OPRM1-OPRD1 inv,HTR5A ag ctr,DSG3 Ab inh,SUMO Mot1 rescue,PfHsp90 yeast 2,PKA-R1A act,AddAB inh,Ecoli viability
COc1ccc(/C=N/NC(=O)c2cccc(NC(C)=O)c2)c(C(=O)O)c1OC,4,-4.1,4.3,20,-2,96,3,-3,-4,3.2,-0.7
C=CCn1c(SCC(=O)Nc2ccc(N3CCOCC3)cc2)nc2ccccc2c1=O,-4,-2.7,0.6,15,4,100,7,1,-2,1.5,3.2
Cc1nc(NCc2ccco2)c2c(C)c(C)sc2n1,-7,0.7,-0.9,-4,8,97,-5,-2,3,2.5,0.2
COc1ccccc1CNC(=O)CNC(=O)c1sc2ccccc2c1Cl,8,-2.7,4.6,9,0,109,17,-45,2,0.6,1.9
O=C(NCc1ccco1)c1ccccc1NC(=O)C1CC(=O)N(c2ccc(Cl)cc2)C1 (stereo unspecified),-8,-0.4,2.2,2,6,.,6,11,5,3.9,-2.7
Cc1ccc(C)c(NC(=O)C(c2ccccc2)N2CCN(CC(=O)NC3CC3)CC2)c1 (stereo unspecified),-11,-0.6,1.3,4,-2,103,.,.,-8,.,.
Cc1cccc(NC(=O)CNC(=O)C(NC(=O)Cc2ccccc2)C(C)C)c1C (stereo unspecified),-10,0.1,0.1,0,4,116,-12,-10,-13,-1.3,-2.1
CCOc1ccccc1C(=O)Nc1ccccc1O,-17,-1.4,3.5,8,1,108,-11,55,-4,3.3,2.0
COc1ccc(-c2ccc(=O)[nH]n2)cc1,-21,-1.0,.,5,3,100,-21,-32,3,-0.1,-0.4
Cc1ccc(C)c(S(=O)(=O)N2CCC(c3nc4c(nnn4Cc4ccc(F)cc4)c(=O)[nH]3)CC2)c1,-11,-0.8,2.7,4,4,107,-3,4,-9,-2.1,-0.4
CCOC(=O)CNC(=O)Cc1ccc(OC)cc1,8,-1.2,3.5,6,1,.,-6,2,-5,1.7,-1.6
CN(C)/C=C/C(=O)c1ccc(S(=O)(=O)c2ccccc2)cc1,-3,-2.2,4.6,11,1,104,-25,9,-3,4.8,0.6
CCC(C)[C@H](NC(=O)NCc1ccc(OC)c(OC)c1)C(=O)O (stereo partly specified),-5,-2.0,0.1,11,-4,94,239,-3,2,0.0,1.3
CC(=O)c1ccc(Nc2cnn(C34CC5CC(CC(CC(=O)O)(C5)C3)C4)c(=O)c2Cl)cc1,6,-3.1,4.7,16,-2,99,285,9,-12,1.4,-1.7
CC(=O)c1cccc(NC(=O)C(Sc2ncnc3ccccc23)c2ccccc2)c1 (stereo unspecified),13,-0.7,2.1,5,-1,98,-16,-100,-2,-2.2,-0.3
O=C(CSc1cn(CCNC(=O)c2cccs2)c2ccccc12)NC1CCCC1,-23,1.1,1.6,-7,7,106,-6,-2,10,-0.5,-2.8
CCC(C(=O)NC1CCCCC1)N(C(=O)c1snc(C(N)=O)c1N)c1ccc(OC)cc1OC (stereo unspecified),10,-3.5,-0.4,22,1,93,-11,-24,-2,2.6,-1.1
C[N+]1(CCOS(=O)C23CC4CC(CC(C4)C2)C3)CCOCC1 (stereo unspecified),7,-0.9,-0.2,5,1,90,11,20,-4,-2.4,-0.3
Cc1cc(C)nc(N2CCC(CNC(=O)CCc3ccccc3)CC2)n1,2,-0.8,1.3,4,4,.,228,7,-3,-0.7,1.1
CCCCC(=O)OCC(=O)Nc1ccc(C)c(F)c1,-3,-0.9,3.6,5,1,101,-3,3,1,4.9,3.2
CCN1C(=O)CC(NCc2ccc3c(c2)OCO3)C1=O (stereo unspecified),12,-2.5,3.2,13,1,96,-7,-9,-10,1.5,-1.1
CCCc1ncc(CN2CCCC(C(=O)Nc3ccc(-c4cccc(OC)c4)cc3)C2)cn1 (stereo unspecified),-3,4.5,2.0,-24,1,104,46,10,-12,3.4,0.6
CCOC(=O)c1c(C)nc2c(C#N)cnn2c1C,23,-2.8,0.6,11,-10,.,-8,-4,-7,3.4,-2.1
Cc1ccc(CONS(=O)(=O)c2cc(C)ccc2C)cc1,-27,3.7,0.2,-14,11,104,-10,-26,-14,3.0,1.1
COc1cc(C2C(C(C)=O)=C(O)C(=O)N2c2ccc(C)cc2)ccc1O (stereo unspecified),12,0.8,3.4,-4,-3,106,-13,-13,-3,-2.8,-0.2
SMILES,HTR5A inv ag,MOR-DOR ag,phage Ecoli inh,OPRM1-OPRD1 inv,HTR5A ag ctr,DSG3 Ab inh,SUMO Mot1 rescue,PfHsp90 yeast 2,PKA-R1A act,AddAB inh,Ecoli viability
CCN(CC(=O)NCc1cccs1)CC(=O)Nc1cccc(S(N)(=O)=O)c1,-6,-4.0,4.3,15,1,.,.,-26,-5,-0.8,-0.9
O=C(C[n+]1cn(C(F)F)c2ccccc21)c1ccc(OC(F)F)cc1,4,1.0,0.0,-5,-2,.,-11,-45,-5,0.7,2.4
COc1cc2c(cc1OC)C(c1ccccc1Br)NC(=O)C2 (stereo unspecified),-25,-0.5,-2.4,2,-2,111,-12,-1,-1,3.2,-0.9
COC(=O)CSc1nnc(C2COc3ccccc3O2)n1-c1ccccc1 (stereo unspecified),-21,-3.2,2.5,18,0,100,-6,9,-7,0.2,0.0
COc1ccc(OCc2n[nH]c(=S)o2)cc1,1,-1.4,2.9,6,5,95,-27,7,-1,4.9,-3.1
CC1(C)Cc2c(cnn2-c2ccc(F)cc2)C(NC(=O)C(C)(C)O)C1 (stereo unspecified),-2,-2.4,-3.4,12,0,110,3,24,6,3.0,-2.1
Cc1ccc(C(=O)C2=C(O)C(=O)N(Cc3cccnc3)C2c2ccc(N(C)C)cc2)o1 (stereo unspecified),-12,-1.3,-0.6,7,-2,105,8,6,-3,2.2,0.6
COc1ccc(C(C(=O)NCC2CCCO2)N(C(=O)Cn2nnc3ccccc32)c2ccc(NC(C)=O)cc2)c(OC)c1 (stereo unspecified),-4,-1.2,1.3,8,1,107,4,-25,12,1.4,-1.1
Cc1cccc(N(CC(O)CON=C2c3ccccc3-c3ccccc32)S(C)(=O)=O)c1 (stereo unspecified),-8,2.1,-1.9,-12,12,99,1,-28,-4,1.9,-2.0

# Entries shown so far containing two or more sulfur atoms (4):
SMILES,HTR5A inv ag,MOR-DOR ag,phage Ecoli inh,OPRM1-OPRD1 inv,HTR5A ag ctr,DSG3 Ab inh,SUMO Mot1 rescue,PfHsp90 yeast 2,PKA-R1A act,AddAB inh,Ecoli viability
CC(C)Nc1nnc(SC(C)C(=O)Nc2ccc(N3CCOCC3)cc2)s1 (stereo unspecified),2,-0.6,2.4,3,-1,318,8,14,4,0.4,0.2
CCOCCCNc1nc2c(C)cccn2c(=O)c1/C=C1\SC(=S)N(CC(C)C)C1=O,-10,-0.1,1.1,0,-4,172,-28,-75,-8,1.8,-2.2
O=C(CSc1cn(CCNC(=O)c2cccs2)c2ccccc12)NC1CCCC1,-23,1.1,1.6,-7,7,106,-6,-2,10,-0.5,-2.8
CCN(CC(=O)NCc1cccs1)CC(=O)Nc1cccc(S(N)(=O)=O)c1,-6,-4.0,4.3,15,1,.,.,-26,-5,-0.8,-0.9

# High-throughput results as filed in PubChem.
